Bioassay records: PubChem BioAssay, several laboratories
MC4R ag barr = human MC4R agonism via beta-arrestin; U2OS MC4R beta-arrestin complementation, luminescence; percent of melanotan II response, DMSO zero; activation, % at 8.9 µM; hit rate 0.98% among 360,000;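 active means activation above a per-plate cutoff, the mean activation of sample wells on that plate plus 3 SD, cut at about 8% in these data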
N-glyco inh = N-linked glycosylation inhibition | D54 ERlucT glycosylation luciferase reporter, 24 h; percent of 100 nM tunicamycin response | reporter increase, % at 12.5 µM | hit rate 0.23% among 360,000 | AID 588692;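 active means mean luciferase reporter signal, scaled so untreated is 0 and the glycosylation-blocking control 100, at or above a set limit in every replicate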;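 further: luciferase carries N-glycosylation sites so blocking glycosylation raises the light; 0% = median of neutral control wells and 100% = median of 100 nM tunicamycin wells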
ABCB6 inh 2 = inhibitors of human ABC transporter ABCB6 | Q9NP58 | K562-ABCB6 porphyrin accumulation, flow cytometry, 1 h; hits give low values | fluorescence ratio to DMSO, % at 10 µM | hit rate 0.19% among 360,000 | AID 602162;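 active means fluorescence ratio to DMSO below 75%, the collection mean minus 3 SD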;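 further: signal is porphyrin accumulated inside mitochondria; 100% equals median channel fluorescence of DMSO control wells; lower ratio means ABCB6 inhibition with less porphyrin fluorescence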
Target sequence (Q9NP58 whole entry, looked up): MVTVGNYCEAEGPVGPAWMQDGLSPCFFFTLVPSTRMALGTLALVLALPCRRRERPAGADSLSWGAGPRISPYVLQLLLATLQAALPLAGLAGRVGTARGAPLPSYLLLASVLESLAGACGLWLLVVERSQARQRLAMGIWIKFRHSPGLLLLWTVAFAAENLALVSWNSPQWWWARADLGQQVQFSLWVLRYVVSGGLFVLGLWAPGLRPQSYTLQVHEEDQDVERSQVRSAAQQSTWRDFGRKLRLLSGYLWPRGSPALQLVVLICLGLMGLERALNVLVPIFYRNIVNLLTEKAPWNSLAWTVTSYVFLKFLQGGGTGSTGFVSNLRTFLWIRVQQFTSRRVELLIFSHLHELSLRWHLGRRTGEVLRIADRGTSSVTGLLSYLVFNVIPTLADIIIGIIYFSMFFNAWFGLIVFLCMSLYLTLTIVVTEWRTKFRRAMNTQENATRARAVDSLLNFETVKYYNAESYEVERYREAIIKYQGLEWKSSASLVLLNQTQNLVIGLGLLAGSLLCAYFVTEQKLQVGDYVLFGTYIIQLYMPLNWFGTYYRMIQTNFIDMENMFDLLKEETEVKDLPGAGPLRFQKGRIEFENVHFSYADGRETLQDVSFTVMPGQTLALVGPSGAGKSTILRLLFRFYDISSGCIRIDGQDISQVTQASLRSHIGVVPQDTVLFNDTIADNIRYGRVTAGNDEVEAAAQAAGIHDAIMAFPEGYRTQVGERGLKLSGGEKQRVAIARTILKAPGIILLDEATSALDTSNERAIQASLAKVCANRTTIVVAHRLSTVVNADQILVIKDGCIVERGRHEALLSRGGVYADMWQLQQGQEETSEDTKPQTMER
Cardio protect = protects H9c2 cardiomyocytes from peroxide injury; H2O2 injury protection, ATPLite, 2 h; protection from H2O2 cell death, % at 20 µM; hit rate 0.63% among 360,000;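 active means compounds giving at least 50% protection of heart cells from peroxide-induced death in the single-dose screen, raw or plate-pattern-corrected value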;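 further: 0% = DMSO wells with peroxide and 100% = DMSO wells without peroxide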
MC4R antagonist = human MC4R antagonism in cAMP assay | P32245 | MC4R-expressing cells, MTII-stimulated cAMP, LANCE TR-FRET | inhibition, % at 6.5 µM | hit rate 0.48% among 360,000;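 active means inhibition above its plate's cutoff, the mean of tested wells on that plate plus 3 SD, cut at about 29% in these data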;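 further: 0% = Melanotan II alone and 100% = Melanotan II plus saturating MCL0020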
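Material – human MC4R-expressing U2OS cells · Repeats – no replicates · Detection – TR-FRET with Eu-cAMP and labeled anti-cAMP, 671 nm · Times – compound 30 min, challenge 1 h, detection 1 h · Compound – single nominal compound dose of 6.5 µM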
PDI inh = inhibitors of human protein disulfide isomerase; inhibition, % at 10 µM; P07237; hit rate 0.052% among 350,000; PDI insulin aggregation turbidity, A650, 90 min;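 active means mean inhibition across replicates of 30% or more, whatever share of single replicates reach that level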;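 further: absorbance from insulin aggregation driven by PDI reduction with DTT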
ABHD5-PLIN5 inh = inhibitors of human ABHD5-perilipin-5 interaction | inhibition, % at 4 µM | Q00G26+Q8WTS1 | Split G. princeps luciferase complementation, luminescence, 4 h | AID 602281 | hit rate 0.78% among 360,000;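 active means inhibition above the mean inhibition across every tested compound plus 3 SD, cut at about 22% in these data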;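 further: 0% = DMSO only wells and the 100% control is not disclosed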
m5-HT2A agonist = activates the mouse 5-HT2A serotonin receptor. AID 624169. hit rate 0.66% among 360,000. CHO-K1 mHTR2A beta-arrestin complementation, luminescence; percent of 30 µM serotonin response. activation, % at 7.6 µM;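 active means activation above a run cutoff, the mean activation of all tested compounds plus 3 SD, cut at about 14% in these data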;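 further: 0% = plate median of compound wells and 100% = 30 µM serotonin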
Granule exo inh = lytic granule exocytosis inhibition; TALL-104 LAMP-1 surface exposure, flow cytometry; cells stimulated with thapsigargin and PMA; inhibition, % at 10 µM; hit rate 0.66% among 360,000;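 active means inhibition above about 55%, limit read from the data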
CaV13 ICDI inh = Primary screen for inhibitors of IQ motif and Ca2+-dependent inactivation inhibitor domain binding in CACNA1D, Förster resonance energy transfer in living cells, …; inhibition, % at 12.3 µM; hit rate 0.098% among 340,000; HEK cells, CFP/YFP FRET ICDI-IQ, plate reader, 10 min; percent FRET-ratio fall versus neutral wells; AID 743397;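 active means mean replicate inhibition of at least 30% and at least 1% of replicates passing that level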;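 further: 0% = median of the neutral control wells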
* hit, by the source's call; . = not tested or not shown.

SMILES	MC4R ag barr	N-glyco inh	ABCB6 inh 2	Cardio protect	MC4R antagonist	PDI inh	ABHD5-PLIN5 inh	m5-HT2A agonist	Granule exo inh	CaV13 ICDI inh
COc1cccc(CNC2CCCc3ccccc32)c1OC (centres undefined)	-1.0	2	100	-5	12	15	-4	6	4	8
CC(=O)Nc1ccc(S(=O)(=O)Nc2nc3ccccc3nc2-n2ccc(=NC(=O)c3ccccc3)cc2)cc1	0.2	2	96	2	-2	6	4	-2	-6	-5
CN(C)C1C(=O)c2ccccc2C1=O	-0.2	9	97	7	17	-5	2	1	-2	-3
COc1ccc(S(=O)(=O)n2ccc(-c3ccc(OCCN(C)c4ccccn4)cc3)n2)cc1	-2.0	-5	73*	-6	2	6	0	-3	2	-4
O=C(NCc1cnn(-c2ccccc2)c1)C1CCC(=O)N(C2CC2)C1 (centres undefined)	-1.5	2	95	1	1	-7	-4	6	34	-6
CC(C)[C@H](NC(=O)c1ccc(F)cc1)C(=O)N(C)Cc1cccs1	-0.8	-2	96	4	4	0	5	10	0	-5
CCOCC(=O)Nc1ccc([N+](=O)[O-])cc1C	1.4	-2	102	2	-1	-4	2	0	1	-5
O=C(O)c1ccc(S(=O)(=O)N2CCOCC2)o1	2.4	4	99	-3	5	-1	13	-10	-12	-4
Cc1cccc(OCc2nnc(SCC(=O)NC3CCCCC3)n2C)c1	1.5	0	169	-4	13	1	-1	1	-4	-3
O=C1CSC(=S)N1N=Cc1ccc(Cl)s1	-0.1	0	116	0	0	-4	-17	3	2	-3
Cn1cc(C(=O)NCCN2CCN(c3cccc(Cl)c3)CC2)c2c3ccccc3n(C)c2c1=O	1.8	5	99	-14	8	-1	2	-5	3	-6
Cc1ccccc1Oc1ccc2c(c1)[C@@H]1C[C@H](N(C)C(=O)Nc3cc(Cl)cc(Cl)c3)[C@H]([C@H](C)O)C(=O)N1CC2	0.0	-1	102	-15	4	4	-1	2	-2	-6
Cc1cccc(C(=O)Nc2ccc(C(=O)N/N=C/c3cccc(C)n3)cc2)c1	-1.2	2	98	33	-2	-3	-1	-12	7	-4
CCS(=O)(=O)NCC(c1cccnc1)N1CCN(c2ccccc2OC)CC1 (centres undefined)	-0.7	1	99	2	7	.	5	13	-2	-3
CCOC(=O)c1c(C)[nH]c(C(=O)CN2CC(C)OC(C)C2)c1C (centres undefined)	3.0	-1	102	4	8	-5	4	17*	-3	-8
COC(=O)c1ccc(C(C2C(=O)CC(C)(C)CC2=O)C2C(=O)CC(C)(C)CC2=O)cc1	-1.1	0	99	2	12	-5	19	0	9	-4
Cc1ccc(SCCC(=O)OCC(=O)Nc2ccc(S(N)(=O)=O)cc2)cc1	-1.1	0	99	0	10	-4	3	2	-5	-2
O=C(Nc1ccccc1N1CCOCC1)c1ccc(N2CCOCC2)c([N+](=O)[O-])c1	6.5	4	98	16	4	1	12	2	0	6
c1ccc(Cc2nc3ccccc3s2)cc1	-1.2	-2	99	-4	6	1	-9	-6	-1	-6
CCCn1c(SCC(=O)N(CC)CC)nnc1-c1ccncc1	-2.7	9	92	0	25	6	-5	8	1	-5
CCN(CC)Cc1c(C)[nH]c2ccc(NC(C)=O)cc2c1=O	-0.4	0	101	10	2	10	0	6	4	-7
CCOC(=O)c1c(NC(=O)COC(=O)CCOc2ccc(OCC)cc2)sc(C(=O)N(C)C)c1C	-1.6	2	95	0	5	1	-1	13	10	.
CC1CCN(c2nc3c(c(=O)[nH]c(=O)n3C)n2CC(C)CSc2nnnn2-c2ccccc2)CC1 (centres undefined)	-3.4	3	92	17	7	1	-15	-3	-1	-3
O=C1CCN(Cc2ccccc2)S(=O)(=O)c2ccc(C(F)(F)F)cc21	0.2	-4	105	-14	3	-1	-3	-8	-1	-10

The final two records of the part before come first, to join the parts.
SMILES	MC4R ag barr	N-glyco inh	ABCB6 inh 2	Cardio protect	MC4R antagonist	PDI inh	ABHD5-PLIN5 inh	m5-HT2A agonist	Granule exo inh	CaV13 ICDI inh
CC1CCN(c2nc3c(c(=O)[nH]c(=O)n3C)n2CC(C)CSc2nnnn2-c2ccccc2)CC1 (centres undefined)	-3.4	3	92	17	7	1	-15	-3	-1	-3
O=C1CCN(Cc2ccccc2)S(=O)(=O)c2ccc(C(F)(F)F)cc21	0.2	-4	105	-14	3	-1	-3	-8	-1	-10
O=C(O)CCC(=O)NCc1ccc(F)cc1	-0.7	1	103	2	19	-6	-1	2	0	-5
CCNC(=S)N1CCc2ccccc2C1	-1.1	0	103	-7	7	0	-2	-1	-3	-4
C[C@@H]1Cn2cnc(C(=O)N[C@@H](C)c3ccccc3)c2C(=O)N1	1.8	4	98	5	-2	-8	0	-2	10	-7
N#CC1=C(SCC(=O)NC2CC2)NC(=O)C(C#N)C12CCCCC2 (centres undefined)	-0.6	3	91	-1	10	5	1	5	-4	-10
c1ccc(CN2CCOCCOCCOCCOCC2)cc1	-1.1	0	97	13	2	-9	-3	0	-5	6
COc1ccc(-c2csc(Nc3cc(C)ccn3)n2)cc1OC	-0.2	1	97	-1	-3	-3	3	-3	-8	-2
CCCc1nnc(NC(=O)C(=O)NCCN(CC)CC)s1	1.8	2	100	7	2	-2	0	-6	-4	-20
Cc1ccc(C)c(NC(=S)NC(NC(=O)/C=C/c2ccccc2)C(Cl)(Cl)Cl)c1 (centres undefined)	-1.5	-5	101	-27	10	-6	-5	1	2	-5
CC(OC(=O)c1cccc(-n2cnnn2)c1)C(=O)Nc1ccc(F)c(F)c1F (centres undefined)	0.5	1	106	0	11	2	10	-9	-5	-5
Cc1ccc(C)c(N2CCN(C(=O)C(Cc3ccccc3)n3cccc3)CC2)c1 (centres undefined)	1.2	-1	97	-11	4	.	-3	0	-4	-4
CCOC(=O)CC1=NS(=O)(=O)c2ccccc2N1	3.2	1	95	5	2	-2	8	-6	-2	-5
C/C(=N\O)C(=O)Nc1ccccc1	-0.1	2	104	4	13	-3	4	-1	-3	-5

Entries of single compounds, looked up by structure. Values in the order: MC4R ag barr, N-glyco inh, ABCB6 inh 2, Cardio protect, MC4R antagonist, PDI inh, ABHD5-PLIN5 inh, m5-HT2A agonist, Granule exo inh, CaV13 ICDI inh
O=C(O)CCC(=O)NCc1ccc(F)cc1 is listed with -0.7, 1, 103, 2, 19, -6, -1, 2, 0, -5
CCNC(=S)N1CCc2ccccc2C1 is listed with -1.1, 0, 103, -7, 7, 0, -2, -1, -3, -4

Following part.
SMILES	MC4R ag barr	N-glyco inh	ABCB6 inh 2	Cardio protect	MC4R antagonist	PDI inh	ABHD5-PLIN5 inh	m5-HT2A agonist	Granule exo inh	CaV13 ICDI inh
O=C(COC(=O)c1cc(S(=O)(=O)N2CCCC2)ccc1O)Nc1ccc(SC(F)F)cc1	-3.1	-1	92	-21	12	-6	-5	1	-4	-14
CCOC(=O)c1cnc2c(c(C)nn2CC)c1NC1CC1	-2.9	1	95	-6	-8	10	-5	5	8	-2
O=c1ccn(-c2cccc(C(F)(F)F)c2)nc1-c1ccn(-c2cccc(Cl)c2)n1	2.3	5	102	21	-8	-3	7	-1	-8	.
CCC(=O)N1CCN(c2ccc(NC(=O)c3ccc([N+](=O)[O-])o3)cc2Cl)CC1	-1.4	1	103	-22	-10	1	-1	-2	-2	7
CNc1cnc(-c2cc(OC)c(OC)c(OC)c2)cn1	0.2	5	100	-1	1	-2	1	-3	1	-6
CCCC(C(=O)Nc1ccncc1)c1ccccc1 (centres undefined)	-0.7	.	101	-8	15	-5	5	13	-4	-2
CC(C)Cn1c(N)c(C(=O)COC(=O)c2nccnc2N)c(=O)n(C)c1=O	-0.8	3	101	-6	4	-5	-1	9	-2	-3
O=C(c1cc(Cl)nc2ccccc12)N1CCN(S(=O)(=O)c2cccc(C(F)(F)F)c2)CC1	-1.2	0	93	8	2	-4	1	3	-2	-2
CCN(C(=O)c1ccc(NC(C)=O)cc1)c1ccccc1	0.5	3	104	5	5	1	0	-10	-1	-7
O=C(NCc1ccccn1)C(=O)NCC(c1ccco1)N1CCOCC1 (centres undefined)	-1.0	1	98	4	24	3	1	1	2	-2
CCN1CCCC1CNS(=O)(=O)c1ccc(F)c(Cl)c1 (centres undefined)	0.3	1	98	0	5	2	8	-1	-9	-19
CCN(CC)c1ccc(C(=O)Nn2cnc3ccccc3c2=O)cc1	-0.4	-3	100	6	-1	3	1	-5	0	-17
CC(c1ccccc1)n1c(Cn2ncc3ccccc3c2=O)n[nH]c1=S (centres undefined)	-0.5	-3	99	3	1	2	-1	4	-1	-16
O=C(Nc1cccc(F)c1)OC(CN1CCCCC1)C(F)(F)F (centres undefined)	-0.6	-2	88	-19	-1	12	3	-1	-3	-5
NS(=O)(=O)c1cccc(NC(=O)CSc2nc3ccc(Cl)cc3[nH]2)c1	-1.5	2	95	-8	8	-4	3	-6	-3	15
Cc1cccc(-n2ncc3c2CCCC3NC(=O)C2CCOCC2)c1C (centres undefined)	-4.2	0	90	-7	4	-1	1	1	6	-2
Cc1nn2c(C)nc3sc4c(c3c2nc1=O)CC(C)(C)OC4	0.2	1	102	6	9	-7	1	2	-4	-6
O=Cc1ccc(Oc2cc(-c3ccccc3)nc(-c3ccccc3)n2)cc1	-0.5	5	98	-9	3	1	-2	0	-2	-5
CCN(CC)C(=O)C1=C(C)N(Cc2ccc(OC)cc2)C(=O)C(CC(=O)NCCCN(C)C)C1 (centres undefined)	0.2	-1	113	14	4	-10	-6	-1	-4	-6
CC(=O)c1cccc(NC(=S)NC(=O)c2ccc(C)cc2Cl)c1	-2.5	1	92	-16	0	4	0	3	-2	-5
N#Cc1c(-c2ccccc2)[nH]c(=O)[nH]c1=O	2.5	0	252	4	-4	-6	5	3	2	-2
Cc1oc(-c2ccc(Cl)cc2)nc1CN1CCC(C(=O)NCc2cccnc2)CC1	-0.3	-1	96	-8	1	-9	-6	-9	2	.
Cc1cc(OCCN2CC(C)OC(C)C2)ccc1[N+](=O)[O-] (centres undefined)	3.9	3	104	-1	14	-1	-5	-6	-2	-7
C[C@H](CO)N1C[C@H](C)[C@@H](CN(C)Cc2ccc(C(=O)O)cc2)Oc2ncc(Br)cc2C1=O	3.0	2	102	7	3	9	-2	3	1	-4
CCOC(=O)N1C(=O)NC(=O)C1c1ccc(Cl)cc1 (centres undefined)	0.8	-1	93	6	0	2	1	5	-2	-6
Cc1cc(=O)[nH]c(SCC(=O)Nc2nc(-c3ccccc3)cs2)n1	1.2	2	98	0	3	3	-3	-1	5	0
N#Cc1c(SCC(=O)Nc2cccc(C(F)(F)F)c2)sc2c(O)cc(=O)[nH]c12	-0.6	0	97	-4	24	7	2	2	45	-4
O=C(Nc1ncccc1O)c1ccc(OCC2CCCO2)cc1 (centres undefined)	-2.9	-17	99	-6	9	4	10	3	-3	-2
Cc1ccc2cc(/C=C/C(=O)c3ccco3)c(Cl)nc2c1	-1.0	21	92	-4	11	6	45*	-2	95*	-5
Cc1cc(N2CCC(C)CC2)nc(NCc2ccccc2)n1	-1.1	4	95	-22	-1	-2	8	-5	10	-4
C=CCOC(=O)/C(=C/c1ccco1)NC(=O)/C=C/c1ccccc1	-2.5	-1	93	9	-1	17	3	-4	0	-5
COc1ccc(CNC(=O)c2ccc(CN3CCOCC3)cc2)cc1	-2.2	1	92	-3	5	-2	1	-2	-4	-4
O=C(Nc1ccccc1N1CCN(C(=O)c2ccccc2)CC1)c1ccc([N+](=O)[O-])o1	1.7	11	107	3	8	-8	-3	1	12	-6
